Bioassay records (PubChem)
CaV13 ICDI inh – Primary screen for inhibitors of IQ motif and Ca2+-dependent inactivation inhibitor domain binding in CACNA1D, Förster resonance energy transfer in living cells, …; inhibition, % at 12.3 µM; AID 743397; 340,000 compounds, 0.098% hits; HEK cells, CFP/YFP FRET ICDI-IQ, plate reader, 10 min; percent FRET-ratio fall versus neutral wells;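 active = mean replicate inhibition of at least 30% and at least 1% of replicates passing that level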;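 note: 0% = median of the neutral control wells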
iPSC survival up – enhancers of single-cell hiPSC survival, primary screen, ATPlite luminescence; 100% = ROCK inhibitor wells, 0% = DMSO; survival enhancement, % at 20 µM; 360,000 compounds, 0.044% hits; in the data active = survival enhancement above about 18%;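 note: cells exposed to compounds for 16 hours before the ATP read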
H9c2 protect – cardioprotection against H2O2-induced cell death, primary screen, uHTS, H9c2 cells, ATPLite luminescence. H9c2 cardiomyocytes, H2O2 injury protection, 2 h. protection from H2O2 cell death, % at 20 µM. 360,000 compounds, 0.63% hits;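 active = compounds giving at least 50% protection of heart cells from peroxide-induced death in the single-dose screen, raw or plate-pattern-corrected value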;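 note: 0% = DMSO wells with peroxide and 100% = DMSO wells without peroxide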
PDI turbidity – inhibitors of human PDI, primary screen, biochemical, turbidity, single point, plate reader; 350,000 compounds, 0.052% hits; AID 588391, 2011; Protein disulfide-isomerase (Homo sapiens), P07237; inhibition, % at 10 µM; PDI insulin aggregation turbidity, A650, 90 min;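 active = mean inhibition across replicates of 30% or more, whatever share of single replicates reach that level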;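 note: absorbance from insulin aggregation driven by PDI reduction with DTT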
m5-HT2A agonist – mouse Htr2a agonists via beta-arrestin recruitment, primary screen, cell-based, luminescence; 5-hydroxytryptamine receptor 2A (Mus musculus), P35363; CHO-K1 mHTR2A beta-arrestin complementation; percent of 30 µM serotonin response; activation, % at 7.6 µM; 360,000 compounds, 0.66% hits; AID 624169, 2012;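 active = activation above a run cutoff, the mean activation of all tested compounds plus 3 SD, cut at about 14% in these data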;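 note: 0% = plate median of compound wells and 100% = 30 µM serotonin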
Exocytosis inh – LAMP-1 surface exposure blockers, TALL-104 cells – cell-based, flow cytometry, MLPCN library, primary screen | TALL-104 LAMP-1 surface exposure; cells stimulated with thapsigargin and PMA | inhibition, % at 10 µM | 360,000 compounds, 0.66% hits | AID 651702, 2012;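 active = inhibition above about 55%, limit read from the data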
aDG glyco up – activators of alpha-DG glycosylation, primary screen, uHTS, Pro5-aDG cells, AlphaScreen; alpha-DG glycosylation AlphaScreen (IIH6); 0% Pro5, 100% B10-LARGE cell signal; activation, % at 10 µM; 360,000 compounds, 0.22% hits;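 active = activation of at least 8% versus controls, or a plate z-score of at least 8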;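 note: Pro5 are CHO cells carrying HIG-tagged alpha-DG that lacks glycosylation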
Vif imaging – HIV Vif self-association inhibitors, primary screen, imaging, HEK293T, single point; HEK293T cells, Vif self-association by quenched fluorescence, 24 h; inhibition, % at 7.49 µM; 340,000 compounds, 0.35% hits; AID 602346, 2012; in the data active = inhibition above about 50%, passing the limit was not always enough; note: some results filed as inactive read as strong as hits
Glyco luc inh – increase of ERlucT glycosylation luciferase signal, primary screen, N-linked glycosylation inhibitor project, D54 ERlucT cells, luminescence, set 2 | AID 588692, 2011 | 360,000 compounds, 0.23% hits | D54 ERlucT glycosylation luciferase reporter, 24 h; percent of 100 nM tunicamycin response | reporter increase, % at 12.5 µM;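 active = mean luciferase reporter signal, scaled so untreated is 0 and the glycosylation-blocking control 100, at or above a set limit in every replicate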;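 note: luciferase carries N-glycosylation sites so blocking glycosylation raises the light; 0% = median of neutral control wells and 100% = median of 100 nM tunicamycin wells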
ABCB6 inh MLPCN – ABCB6 transporter inhibitors, primary screen, K562-ABCB6 cells, flow cytometry, MLPCN library; ATP-binding cassette sub-family B member 6 (Homo sapiens), Q9NP58; K562-ABCB6 porphyrin accumulation, 1 h; stronger effect = lower value; fluorescence ratio to DMSO, % at 10 µM; 360,000 compounds, 0.19% hits;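 active = fluorescence ratio to DMSO below 75%, the collection mean minus 3 SD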;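 note: signal is porphyrin accumulated inside mitochondria; 100% equals median channel fluorescence of DMSO control wells; lower ratio means ABCB6 inhibition with less porphyrin fluorescence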
Target sequence (Q9NP58 whole entry, looked up): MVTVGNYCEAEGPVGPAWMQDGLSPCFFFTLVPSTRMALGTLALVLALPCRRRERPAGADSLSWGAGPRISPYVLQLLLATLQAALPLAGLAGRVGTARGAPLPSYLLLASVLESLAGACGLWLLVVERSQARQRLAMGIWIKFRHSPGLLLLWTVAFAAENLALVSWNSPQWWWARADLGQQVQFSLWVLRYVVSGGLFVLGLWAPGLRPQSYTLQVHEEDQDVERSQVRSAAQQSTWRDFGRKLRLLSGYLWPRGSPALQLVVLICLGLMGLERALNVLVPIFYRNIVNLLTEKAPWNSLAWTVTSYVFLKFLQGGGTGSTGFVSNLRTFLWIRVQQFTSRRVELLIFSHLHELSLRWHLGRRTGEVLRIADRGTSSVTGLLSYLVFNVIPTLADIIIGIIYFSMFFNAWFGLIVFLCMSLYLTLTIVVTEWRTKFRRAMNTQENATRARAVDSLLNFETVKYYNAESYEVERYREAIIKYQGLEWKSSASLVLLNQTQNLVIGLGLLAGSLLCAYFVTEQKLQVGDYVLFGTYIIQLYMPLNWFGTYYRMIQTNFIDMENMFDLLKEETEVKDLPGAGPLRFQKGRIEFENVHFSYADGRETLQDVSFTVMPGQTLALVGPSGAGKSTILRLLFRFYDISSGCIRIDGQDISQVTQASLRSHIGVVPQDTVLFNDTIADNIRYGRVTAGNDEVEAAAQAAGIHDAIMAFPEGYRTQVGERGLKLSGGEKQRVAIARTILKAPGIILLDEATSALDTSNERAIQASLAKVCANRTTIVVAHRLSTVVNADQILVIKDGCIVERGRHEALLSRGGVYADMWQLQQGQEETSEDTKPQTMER
* = called active by the depositor; / = not tested or not shown.

SMILES	CaV13 ICDI inh	iPSC survival up	H9c2 protect	PDI turbidity	m5-HT2A agonist	Exocytosis inh	aDG glyco up	Vif imaging	Glyco luc inh	ABCB6 inh MLPCN
C[C@@H]1CCCCO[C@H](CN(C)C(=O)c2ccncc2)[C@H](C)CN([C@@H](C)CO)C(=O)c2cc(NC(=O)c3ccccc3)ccc2O1	-6	3.8	4	1	1	0	-0.2	1	-1	101
Cc1cccc(CSCCNC(=O)CCSc2ccccc2)c1	-3	0.7	-8	5	-5	0	-0.1	0	1	102
COc1cc2cc(C(c3nnnn3C(C)(C)C)N3CCC(C)CC3)c(=O)[nH]c2cc1OC (configuration not stated)	-4	0.9	3	-3	-9	17	-0.1	-12	0	101
Cn1cccc1/C=C1\SC(=S)N(Nc2ccccc2)C1=O	-5	-0.2	-4	0	-6	-4	-0.1	5	0	96
CCN1CCN(C(=O)c2cc3c(-c4ccc(Cl)cc4)nn(C)c3s2)CC1	2	-3.2	11	-4	-8	5	0.1	0	5	98
Cc1nc(C)c(C(=O)OCC(=O)Nc2ccccc2)s1	-5	0.3	2	-7	0	-5	0.1	-2	-1	95
CC(C)Cn1c(/C=C/c2ccccc2)nc2ccccc21	-6	-2.3	-14	5	-5	2	0.0	5	-6	96
CCN(CC)S(=O)(=O)c1ccc(C)c(NC(=O)COC(=O)C=C(C)C)c1	-1	2.5	-1	-2	-1	1	0.2	1	1	102
Cc1ccc(NC(=O)CN(C)S(=O)(=O)c2cccs2)c(Br)c1	-7	0.1	-4	2	-13	5	0.4	9	4	103
COC(=O)CSc1nc2ccccc2o1	-5	-0.3	7	1	5	-4	0.1	0	1	104
Cc1onc(-c2ccccc2)c1CNC(=O)C1COc2ccccc2O1 (configuration not stated)	1	0.4	0	1	7	4	0.1	10	2	93
COc1cc(-c2nc3oc4ccccc4c(=O)c3c(=O)n2Cc2ccco2)cc(OC)c1OC	-5	1.3	31	-10	3	-1	-0.4	3	-10	98
Cc1c(P(=S)(c2ccccc2)c2ccccc2)[n+]2ccccc2n1C/C=C/c1ccccc1	-7	-4.1	-26	2	7	13	-0.4	-17	3	95
Cc1sc2nc(SCC(=O)N(C)c3ccccc3)n(C)c(=O)c2c1C	-5	0.2	-2	-6	-7	1	0.4	0	-3	106
Cc1noc(C)c1C(=O)Nc1ccc(Cl)cc1C(F)(F)F	-7	2.1	2	-7	5	1	0.1	2	2	100
O=C(CCSc1ccccc1)Nc1ccccc1C(=O)N1CCCC1	-4	0.2	0	-3	3	-1	0.1	-11	0	100
CC(=O)Cn1ncc(Br)c(Br)c1=O	-17	-4.0	-24	-2	9	0	-0.7	23	25	100
CC(Oc1ccc(Cl)cc1Cl)C(=O)OCn1nnc2ccccc2c1=O (configuration not stated)	-4	-3.2	-4	15	-2	-1	0.0	6	1	84
COc1cc(Cl)c(C)cc1NC(=O)c1cc(S(=O)(=O)N(C)C)ccc1N1CCCC1	-13	0.6	1	-32	3	-2	-0.2	3	-2	93
COc1ccc(/C=N/NC(=O)c2ccc(COCC(F)(F)C(F)F)cc2)cc1	-3	2.9	-3	2	-1	2	0.0	1	1	100
O=C(COC(=O)/C=C/c1ccc(OC(F)F)cc1)Nc1ccc2[nH]c(=O)[nH]c2c1	-4	-0.9	-4	-4	-5	2	0.0	-4	-5	105
CCOc1ccc(C(=O)OCC(=O)NCc2ccco2)cc1OCC	-4	8.3	-2	6	-3	1	0.1	2	1	96
O=C(O)c1c[nH]c2ccc(S(=O)(=O)N3CCN(c4ccc(F)cc4)CC3)cc2c1=O	-7	1.2	-3	-12	9	-1	-0.2	/	0	101
CN(CC(=O)NCCC1=CCCCC1)S(=O)(=O)c1ccc2c(c1)CCC(=O)N2	9	-0.4	0	/	-3	0	-0.2	0	0	100
CCC(C)(C)NC(=O)C(c1ccc(F)cc1)N(Cc1cccs1)C(=O)c1cnccn1 (configuration not stated)	-8	0.0	2	-3	7	-1	1.5	2	2	95

A different layout for some results above.
| Compound | CaV13 ICDI inh | iPSC survival up | H9c2 protect | PDI turbidity | m5-HT2A agonist | Exocytosis inh | aDG glyco up | Vif imaging | Glyco luc inh | ABCB6 inh MLPCN |
| --- | --- | --- | --- | --- | --- | --- | --- | --- | --- | --- |
| COc1cc2cc(C(c3nnnn3C(C)(C)C)N3CCC(C)CC3)c(=O)[nH]c2cc1OC (configuration not stated) | -4 | 0.9 | 3 | -3 | -9 | 17 | -0.1 | -12 | 0 | 101 |
| Cn1cccc1/C=C1\SC(=S)N(Nc2ccccc2)C1=O | -5 | -0.2 | -4 | 0 | -6 | -4 | -0.1 | 5 | 0 | 96 |
| CCN1CCN(C(=O)c2cc3c(-c4ccc(Cl)cc4)nn(C)c3s2)CC1 | 2 | -3.2 | 11 | -4 | -8 | 5 | 0.1 | 0 | 5 | 98 |
| Cc1nc(C)c(C(=O)OCC(=O)Nc2ccccc2)s1 | -5 | 0.3 | 2 | -7 | 0 | -5 | 0.1 | -2 | -1 | 95 |
| CC(C)Cn1c(/C=C/c2ccccc2)nc2ccccc21 | -6 | -2.3 | -14 | 5 | -5 | 2 | 0.0 | 5 | -6 | 96 |
| CCN(CC)S(=O)(=O)c1ccc(C)c(NC(=O)COC(=O)C=C(C)C)c1 | -1 | 2.5 | -1 | -2 | -1 | 1 | 0.2 | 1 | 1 | 102 |
| Cc1ccc(NC(=O)CN(C)S(=O)(=O)c2cccs2)c(Br)c1 | -7 | 0.1 | -4 | 2 | -13 | 5 | 0.4 | 9 | 4 | 103 |
| COC(=O)CSc1nc2ccccc2o1 | -5 | -0.3 | 7 | 1 | 5 | -4 | 0.1 | 0 | 1 | 104 |
| Cc1onc(-c2ccccc2)c1CNC(=O)C1COc2ccccc2O1 (configuration not stated) | 1 | 0.4 | 0 | 1 | 7 | 4 | 0.1 | 10 | 2 | 93 |
| COc1cc(-c2nc3oc4ccccc4c(=O)c3c(=O)n2Cc2ccco2)cc(OC)c1OC | -5 | 1.3 | 31 | -10 | 3 | -1 | -0.4 | 3 | -10 | 98 |
| Cc1c(P(=S)(c2ccccc2)c2ccccc2)[n+]2ccccc2n1C/C=C/c1ccccc1 | -7 | -4.1 | -26 | 2 | 7 | 13 | -0.4 | -17 | 3 | 95 |

Carrying on:
SMILES	CaV13 ICDI inh	iPSC survival up	H9c2 protect	PDI turbidity	m5-HT2A agonist	Exocytosis inh	aDG glyco up	Vif imaging	Glyco luc inh	ABCB6 inh MLPCN
Cc1ccc(-c2cc(C(=O)N3CCCCC3)c3ccccc3n2)cc1C	-5	-0.1	-10	1	5	0	0.3	1	-4	98
COc1ccccc1C(=O)N1CCNC(=O)C1CC(=O)Nc1ccc(Cl)cc1 (configuration not stated)	-3	-0.7	8	5	1	1	1.2	21	1	95
COCC(=O)N1CCC(n2nccc2NC(=O)CCOc2ccccc2)CC1	-2	1.8	-1	1	-3	-2	0.0	7	0	107
O=C(CCNC(=O)c1ccc(Cl)cc1)NN1C(=O)NC2(CCCCC2)C1=O	-5	0.1	2	-1	9	-1	0.3	-1	0	96
O=C(Nc1cccc2ncccc12)c1ccc2c(c1)OCCO2	-5	-2.1	-3	-2	-1	-1	0.1	6	1	102
CC1(C)C(=O)Nc2ccccc2N1C(=O)COC(=O)Cn1cnc2ccccc2c1=O	3	3.2	5	0	2	-1	0.1	-16	3	98
CCn1c(SC)nnc1-c1ccc(S(=O)(=O)N2CCCCC2)cc1	-5	-0.7	5	-9	0	-4	-0.1	-1	-2	102
CC(=O)O[C@H]1CC[C@@]2(C)C(CCC3C2CC[C@]2(C)OC(=O)CCC32)C1 (some centres not stated)	-5	-2.2	-6	-2	1	-5	0.0	-2	-2	87
O=S1(=O)CCN(Cc2csc(-c3cccs3)n2)CC1	-3	4.6	0	2	3	9	0.0	2	-9	100
COC(=O)C(Cc1ccc(OC(=O)c2ccccc2C)cc1)N1Cc2ccccc2C1=O (configuration not stated)	/	0.7	-21	2	-3	18	0.8	/	0	101
CN(CC(=O)N1CCc2ccccc21)S(=O)(=O)c1cccs1	-4	-3.6	-16	11	-5	1	0.2	1	-1	94
OC(c1ccc2ccccc2n1)c1c(Cl)cccc1Cl (configuration not stated)	-6	-0.8	2	-3	10	38	0.6	8	0	97
COc1cc2c3nnc(-c4ccc(F)cc4)c-3cn(Cc3ccc(F)cc3)c2cc1OC	-6	-4.6	-40	/	18*	16	-0.1	94*	-9	137
CCC(C)NS(=O)(=O)c1cccs1 (configuration not stated)	1	-1.8	-2	3	4	-2	-0.3	23	0	91
CCOc1ccc(N2C(N)=NC(N)=NC2(C)C)cc1	0	-2.7	4	-6	2	3	-0.2	20	-3	94
Cc1cc(C)nc(SCC(=O)N(C)CC(=O)Nc2c(Cl)cccc2Cl)n1	-6	-0.2	12	3	-4	-8	-0.2	-1	0	97
O=C(CSc1nc2[nH]c(=O)cc(O)c2s1)Nc1nccs1	-7	0.3	-6	-6	3	4	-0.3	1	1	100
O=C(COc1ccc(Br)cc1)Nc1nnc(C2CC2)s1	-6	-1.4	6	-1	-9	11	0.4	10	3	96
C/C(=N/NC(=O)CNC(=O)Cc1ccc(Cl)cc1)c1ccco1	-5	1.0	4	1	-4	1	-0.1	3	1	100
CCn1c(SCC(=O)Nc2nncs2)nnc1-c1ccco1	-4	0.2	2	-4	-6	-43	0.0	-17	0	99
Cc1csc(OCC(=O)Nc2ccc(C)c(C)c2)n1	-1	1.3	-2	-7	-3	-1	0.1	12	2	96
c1csc(-c2csc(-c3cccs3)n2)c1	-5	0.3	-9	5	1	-1	0.1	6	-1	95
CC(CCc1ccccc1)NC(=O)CCN1N=C(c2ccccc2)CCC1=O (configuration not stated)	0	0.0	-1	-12	-3	0	0.2	-12	-2	95
COc1ccc(C(=O)NNC(=O)c2ccc(S(=O)(=O)N3CCOCC3)cc2)cc1	0	-0.4	0	7	2	3	-0.2	10	0	94
O=C(CCN1C(=O)/C(=C/c2ccc(F)cc2)SC1=S)NCCCn1ccnc1	-6	-0.2	-11	13	-4	-2	0.2	7	-1	99
CCOC(=O)CSc1nnc(CNC(=O)c2ccc(OC)cc2)n1Cc1ccccc1	-5	0.4	-2	6	5	-2	-0.2	24	3	94
COc1ccc(N2C(=O)C(Cl)=C(Nc3ccccc3O)C2=O)cc1	/	0.2	-13	-2	-5	-2	0.2	8	11	101
COC(=O)c1ccccc1N(Cc1ccccc1)S(C)(=O)=O	-5	0.4	5	11	3	0	-0.2	-1	1	98
N#CC1=C(N)OC2=C(C(=O)CCC2)C1c1ccsc1 (configuration not stated)	-2	-3.3	0	5	-1	0	-0.4	6	0	95
O=C(Nc1ccc(OCc2ccccc2)cc1)Nc1ccccc1C(=O)NCCCN1CCOCC1	-4	-0.4	3	1	-5	6	0.0	-2	1	100
